OX1R antag-1 – antagonists of human orexin 1 receptor. 0.43% of 330,000 active. O43613. inhibition, % at 5 µM. CHO/OX1R cells, Fluo-8 calcium fluorescence, orexin A. AID 434989;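 active means inhibition above its plate's threshold, mean inhibition of all tested compounds on the plate plus 3 SD, cut at about 37% in these data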;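 further: 0% = orexin A challenge wells and 100% = SB-334867-A antagonist wells; not every result past the cut was called active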
Target sequence (O43613 whole entry, looked up): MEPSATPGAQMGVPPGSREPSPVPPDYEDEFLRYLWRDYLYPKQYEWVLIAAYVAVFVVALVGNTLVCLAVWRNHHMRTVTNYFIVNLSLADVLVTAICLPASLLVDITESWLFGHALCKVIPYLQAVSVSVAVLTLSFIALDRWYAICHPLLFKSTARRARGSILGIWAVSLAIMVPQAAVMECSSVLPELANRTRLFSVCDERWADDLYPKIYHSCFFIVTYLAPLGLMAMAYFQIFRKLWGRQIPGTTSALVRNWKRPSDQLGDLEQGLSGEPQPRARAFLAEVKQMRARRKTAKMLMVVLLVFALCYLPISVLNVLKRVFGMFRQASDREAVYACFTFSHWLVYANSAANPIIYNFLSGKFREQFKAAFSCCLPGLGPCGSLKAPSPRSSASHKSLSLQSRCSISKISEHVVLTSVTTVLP
OX1R antag-2 – OX1R (human) antagonism | OX1R-expressing cells, FRET antagonist read-out | 1.8% of 330,000 active | AID 485270 | inhibition, % at 6.6 µM; in the data active means inhibition mostly above about 38%, no sharp cut-off; inactive means mostly below about 40%;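 further: 0% = agonist challenge alone and 100% = reference antagonist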
CHT PAM – allosteric activators of human choline transporter CHT; Q9GZV3; B-score at 10 µM; CHT-expressing cells, membrane potential dye, choline EC20; hits give high values; LV-AA mutant CHT in HEK293 cells; 0.49% of 310,000 active; AID 488977;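 active means initial fluorescence not abnormally high and integrated response B-score, plate-corrected, over 3 SD above library mean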
Target sequence (Q9GZV3 whole entry, looked up): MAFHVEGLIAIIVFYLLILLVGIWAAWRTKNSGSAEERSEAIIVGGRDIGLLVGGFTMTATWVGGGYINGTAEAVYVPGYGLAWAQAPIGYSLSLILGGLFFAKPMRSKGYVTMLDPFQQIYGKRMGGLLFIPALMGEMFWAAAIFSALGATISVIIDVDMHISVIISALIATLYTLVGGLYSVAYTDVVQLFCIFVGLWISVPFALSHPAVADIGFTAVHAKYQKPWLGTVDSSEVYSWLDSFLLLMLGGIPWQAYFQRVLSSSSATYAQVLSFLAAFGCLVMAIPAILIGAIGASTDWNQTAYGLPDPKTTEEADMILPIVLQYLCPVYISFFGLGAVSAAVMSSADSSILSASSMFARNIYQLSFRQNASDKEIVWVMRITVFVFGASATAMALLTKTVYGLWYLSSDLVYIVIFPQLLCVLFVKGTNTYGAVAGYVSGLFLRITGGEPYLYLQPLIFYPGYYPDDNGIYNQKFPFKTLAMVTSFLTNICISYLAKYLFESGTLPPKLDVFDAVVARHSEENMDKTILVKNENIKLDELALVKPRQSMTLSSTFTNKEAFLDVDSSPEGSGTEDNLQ
The depositor's hits bear a star; i = inactive; . = no result given.

| SMILES | OX1R antag-1 | OX1R antag-2 | CHT PAM |
| --- | --- | --- | --- |
| CCn1c(SCC(=O)O)nnc1-c1ccccc1 | -20.9 | 16.0 | i |
| O=C(CNC(=O)c1ccco1)NCC(=O)OCc1ccc(Cl)cc1Cl | -5.7 | 3.5 | i |
| Cc1ccc2[nH]c(O)c(N=Nc3nc4ccccc4s3)c2c1 | -8.9 | 21.6 | i |
| COc1ccccc1-c1sc2ccccc2c1-c1ccc2c(c1)OCCO2 | -2.9 | 10.9 | . |
| O=C(O)c1ccccc1C(=O)NCc1ccccc1 | 10.1 | 33.6 | i |
| COc1ccc(S(=O)(=O)N2CCN(C(=O)[C@H](Cc3ccccc3)NC(=O)c3ccco3)CC2)cc1 | -4.2 | 13.5 | . |
| COc1ccc(N2C(=O)CC(N(CCc3ccccc3)C(=O)/C=C/C(=O)O)C2=O)cc1 (stereo unspecified) | -2.4 | 13.2 | i |
| COc1ccc(CCNC(=O)c2cc(=O)c3ccc(C)cc3o2)cc1OC | -6.3 | 7.5 | i |
| OC(CNCC1(N2CCCCC2)CCCCC1)COc1ccc(Cl)cc1Cl (stereo unspecified) | -29.2 | 3.8 | i |
| Cc1ccccc1-n1c(C)cc(/C=N/Nc2ccc([N+](=O)[O-])cn2)c1C | -2.5 | 20.4 | i |
| O=C(c1ccccc1Sc1c(Cl)cccc1[N+](=O)[O-])N1CCOCC1 | 7.4 | 28.7 | i |
| COc1ccc(N2CCN(S(=O)(=O)c3ccc(OC)cc3)CC2)cc1 | -27.4 | 8.5 | i |
| CC(C)NC(=O)CSc1nnc(-c2ccc(C(C)(C)C)cc2)n1C | -5.8 | 5.2 | i |
| CN(Cc1c(C(=O)N/N=C/c2ccc(O)cc2)nnn1-c1nonc1N)C1CCCCC1 | -23.7 | 8.3 | i |
| O=c1c2ccccc2c(-c2ccccc2)nn1Cc1ccc(Cl)cc1 | -18.9 | 7.5 | i |
| CCOC(=O)c1ccc(NC(=O)c2nc[nH]c2C(=O)N(C)Cc2ccccc2)cc1 | -6.7 | 57.4* | i |
| COc1ccccc1-c1nnc2sc(COc3ccccc3)nn12 | -10.8 | 8.4 | i |
| O=C(O)c1[nH]c2ccc(Cl)cc2c1CC(=O)N1CCN(c2ccccc2)CC1 | 11.6 | 19.4 | i |
| COc1ccc(C(=O)NC(=S)NCc2ccco2)cc1OC | -25.3 | 12.2 | i |
| CCOc1ncccc1C(=O)Nc1ccc2c(c1)OCO2 | -15.0 | 11.5 | i |
| COC(=O)Cc1c[nH]c2cccc(OCC(O)CN(Cc3ccccc3)C(C)C)c12 (stereo unspecified) | -18.8 | 12.2 | i |
| COc1ccc(CCNC(=O)CN2C(=O)COc3ccc(S(=O)(=O)N4CCOCC4)cc32)cc1OC | -12.9 | -0.7 | i |
| O=C(O)c1ccc(NC2=C(Cl)C(=O)c3ccccc3C2=O)cc1 | 12.5 | 84.4* | i |
| CN(C(=S)SCc1ccccc1)C1CCS(=O)(=O)C1 (stereo unspecified) | -7.3 | 10.4 | i |

2 entries picked at random from those above, as already listed:
| SMILES | OX1R antag-1 | OX1R antag-2 | CHT PAM |
| --- | --- | --- | --- |
| COc1ccccc1-c1sc2ccccc2c1-c1ccc2c(c1)OCCO2 | -2.9 | 10.9 | . |
| O=C(O)c1ccccc1C(=O)NCc1ccccc1 | 10.1 | 33.6 | i |

The list goes on:
| SMILES | OX1R antag-1 | OX1R antag-2 | CHT PAM |
| --- | --- | --- | --- |
| CCOC(=O)C1=C(Nc2cccc(Cl)c2)OCC1=O | 3.7 | 17.2 | i |
| CCCc1[nH]nc2c1C(Cc1ccccc1)C(C#N)=C(N)O2 (stereo unspecified) | -1.0 | 18.0 | i |
| COC(=O)CNC(=O)Cc1c(C)n(C(=O)c2ccc(Cl)cc2)c2ccc(OC)cc12 | -22.3 | 10.3 | i |
| Cn1cccc1C(C#N)(CC#N)c1cccc(F)c1C#N (stereo unspecified) | -5.4 | 9.0 | i |
| CC(=O)c1c(C)[nH]c(C(=O)OCC(=O)NCCc2ccc(F)cc2)c1C | -20.2 | 23.9 | i |
| COc1ccccc1C(=O)Oc1ccc(C(C)C)cc1 | -7.8 | 13.3 | i |
| Cc1coc2cc3oc(=O)c(CCC(=O)NCc4ccccn4)c(C)c3cc12 | -29.0 | 9.2 | i |
| O=C(NC1CCN(c2ncccn2)CC1)c1c(F)cccc1F | -14.8 | -9.0 | i |
| C=CCOc1nc(N2CCCC2)nc(N2CCCC2)n1 | -11.1 | 7.1 | i |
| O=C(Cc1ccccc1)N1CCN(S(=O)(=O)c2ccc([N+](=O)[O-])cc2)CC1 | -34.8 | 88.8* | i |
| COc1cccc(C(=O)CSc2nnc(-c3cccs3)o2)c1 | -26.1 | 1.8 | i |
| COc1ccc(-c2csc(NC(=O)c3ccc(C(C)(C)C)cc3)c2C(=O)O)cc1 | -3.8 | 9.9 | i |
| CN1/C(=C\C(=O)c2oc3ccccc3c2N)C(C)(C)c2ccccc21 | -18.8 | 41.0 | i |
| CC1(C)CC(=O)C2=C(C1)OC(N)=C(C#N)C2CCc1ccccc1 (stereo unspecified) | -23.8 | 13.9 | i |
| CC(C)[C@H](NC(=O)N1CC(=O)Nc2ccccc21)C(=O)N[C@@H](Cc1c[nH]c2ccccc12)C(=O)O | -8.7 | 6.8 | i |
| Cc1c(OCC(=O)NC(Cc2ccc(Cl)cc2)C(=O)O)ccc2c1oc(=O)c1ccccc12 (stereo unspecified) | 3.9 | 8.6 | i |
| COc1ccc(CCNC(=O)NC2CCCCC2)cc1OC | -26.5 | 2.5 | i |
| COc1ccc(-c2noc(CCC(=O)N3CCN(c4ccc(C(F)(F)F)cc4)CC3)n2)cc1 | -8.1 | 11.0 | . |
| COc1ccc(CC2(CO)CCN(Cc3cnn(-c4ccccc4OC)c3)CC2)cc1 | -30.4 | 15.5 | i |
| CCCNC(=O)c1ccc(N2CCC3(CC2)CC(c2cccc(Br)c2)=NO3)c(N)c1 | -28.4 | 17.4 | i |
| CCOc1cc(C(=O)Nc2ccc(N3CCN(S(C)(=O)=O)CC3)cc2)cc(OCC)c1OCC | -16.6 | 10.6 | i |
| N=c1oc2ccccc2cc1C(=O)Nc1cccc(F)c1 | -11.4 | -1.4 | i |
| CC(C)OCCCN1CN(S(=O)(=O)c2cccs2)c2nc3ccccc3nc21 | -20.2 | 35.4 | i |
| CCc1nnc(N/N=C/c2ccc(N3CCC(C)CC3)c([N+](=O)[O-])c2)n1N | -1.9 | 59.9* | i |
| Cc1cc(C(=O)CN2C(=O)NC3(CCCCC3C)C2=O)c(C)n1Cc1cccs1 (stereo unspecified) | -9.8 | 16.6 | i |
| CC(C)Cc1nc2c(nnn2Cc2ccccc2F)c(=O)[nH]1 | -30.6 | 8.4 | i |
| C=CCn1c(SCC(=O)c2ccc(F)cc2)nnc1-c1ccc2c(c1)OCO2 | -27.9 | 22.5 | i |
| CCOc1ccc(S(=O)(=O)N/N=C2/CCCC(=O)C2)cc1 | -5.7 | 16.7 | i |
| COc1ccc(CCN(C)C(=O)CNC(=O)Cc2cccc3ccccc23)cc1OC | -13.9 | 31.9 | i |
| Cc1c(C(=O)N2CCN(Cc3cccs3)CC2)oc2ccccc12 | -2.7 | 7.5 | . |
| O=C(Nc1ccc([N+](=O)[O-])cc1)c1ccccc1F | -20.9 | 13.1 | i |
| Oc1ccc(CN2CCN(c3ncccn3)CC2)cc1 | 3.2 | 1.5 | i |
| Cc1noc(C)c1C(=O)OCC(=O)NCCc1ccccc1 | -1.9 | -1.4 | . |
| CC(C)CN1C(=O)c2ccc(C(=O)Nc3ccncc3)cc2C1=O | 30.9 | 25.4 | i |
| COc1ccc(C2CC2/C(C)=N/OC(=O)C2CC2)cc1 (stereo unspecified) | -24.6 | 9.9 | i |
| CCc1ccc(NC(=O)CSc2nc3ccccc3nc2N2CCCC2)cc1 | -28.1 | 15.9 | i |
| CC(C)C(C(=O)NC1CCCCC1)N(CC1CCCO1)C(=O)CNS(=O)(=O)c1ccc(F)cc1 (stereo unspecified) | -24.0 | 13.6 | i |
| CC(=O)N1c2ccc(S(=O)(=O)N3CCC(C(=O)NCc4ccccc4Cl)CC3)cc2CC1C (stereo unspecified) | -5.1 | 2.5 | i |
| COc1ccc(N2CCN(C(=O)COC(=O)CCOc3cc(C)ccc3C)CC2)cc1 | -26.5 | 17.7 | i |
| COc1ccccc1N(CC(=O)Nc1ccccc1C(F)(F)F)S(=O)(=O)c1cccs1 | 15.9 | 17.7 | . |

Complete entries, looked up by structure:
Cc1noc(C)c1C(=O)OCC(=O)NCCc1ccccc1 is entered as OX1R antag-1 = -1.9; OX1R antag-2 = -1.4; CHT PAM = .
CC(C)C(C(=O)NC1CCCCC1)N(CC1CCCO1)C(=O)CNS(=O)(=O)c1ccc(F)cc1 (stereo unspecified) is entered as OX1R antag-1 = -24.0; OX1R antag-2 = 13.6; CHT PAM = i

Going on with the list:
| SMILES | OX1R antag-1 | OX1R antag-2 | CHT PAM |
| --- | --- | --- | --- |
| CC1CCCN(C(=O)c2ccc(S(=O)(=O)N3CCC(c4nc5ccccc5s4)CC3)cc2)C1 (stereo unspecified) | -21.2 | 9.8 | i |
| COC(=O)C1CN(C(=O)COc2cc(C)c(Cl)c(C)c2)c2ccccc2O1 (stereo unspecified) | -13.6 | 2.5 | i |
| CC(C)n1cc(/C=C2/NC(=O)N(c3cccc(Cl)c3)C2=O)c2ccccc21 | -8.6 | 32.6 | i |
| NC(=O)C1CCN(c2nc(-c3ccccc3C(F)(F)F)cs2)CC1 | -1.6 | 10.4 | . |
| Cc1cc(OC(C)C(=O)NCCc2c[nH]c3ccccc23)c2c(C)cc(=O)oc2c1 (stereo unspecified) | -22.4 | 40.5 | i |
| O=C(Nc1ccccc1Oc1ccccc1)c1cccs1 | -10.1 | 25.6 | i |
| CCNc1nc(NCC)n2c(SCC(=O)Nc3ccccc3C(F)(F)F)nnc2n1 | -6.9 | 18.9 | i |
| Cc1ccc(Nc2nnc(SCC(=O)NCCN3C(=O)CSC3=O)s2)cc1C | -16.2 | 16.6 | i |
| Clc1ccc2nc(-c3cccc(SC4CCCCC4)c3)c(NCc3ccccc3)n2c1 | -24.2 | 24.7 | i |
| O=C(CCc1c[nH]c2ccccc12)N1CCN(c2ccc(F)cc2)CC1 | -9.9 | 6.5 | i |
| CCOc1ccc(NC(=NCc2ccc3c(c2)OCO3)SC2CC(=O)N(c3ccc(C(=O)O)cc3)C2=O)cc1 (stereo unspecified) | 51.1* | 26.7 | i |
| COc1ccccc1CC(=O)Nc1ccc2c(C)cc(=O)oc2c1 | -26.1 | -0.2 | i |
| CC(Sc1ccccn1)C(=O)Nc1ccc2c(c1)OCO2 (stereo unspecified) | -15.7 | 6.7 | . |
| Cc1cccc2c1OCC/C2=N\NC(=O)COc1ccccc1 | -14.9 | 7.5 | i |
| COc1cc(CNc2ccc(N3CCOCC3)cc2)cc(Br)c1OC | -35.5 | 24.0 | i |
| O=C(COc1ccc(F)cc1)Nc1ccc2c(c1)OCCO2 | 5.4 | 17.4 | i |

3 compounds from above, ordered by the number in OX1R antag-1, descending.
structure	OX1R antag-1	OX1R antag-2
CCOc1ccc(NC(=NCc2ccc3c(c2)OCO3)SC2CC(=O)N(c3ccc(C(=O)O)cc3)C2=O)cc1 (stereo unspecified)	51.1*	26.7
Cc1cccc2c1OCC/C2=N\NC(=O)COc1ccccc1	-14.9	7.5
Clc1ccc2nc(-c3cccc(SC4CCCCC4)c3)c(NCc3ccccc3)n2c1	-24.2	24.7

Four entries from above, with two lines to a compound.
Value order: OX1R antag-1 | OX1R antag-2 | CHT PAM
> O=C(CCc1c[nH]c2ccccc12)N1CCN(c2ccc(F)cc2)CC1
  -9.9 | 6.5 | i
> CCOc1ccc(NC(=NCc2ccc3c(c2)OCO3)SC2CC(=O)N(c3ccc(C(=O)O)cc3)C2=O)cc1 (stereo unspecified)
  51.1* | 26.7 | i
> COc1ccccc1CC(=O)Nc1ccc2c(C)cc(=O)oc2c1
  -26.1 | -0.2 | i
> CC(Sc1ccccn1)C(=O)Nc1ccc2c(c1)OCO2 (stereo unspecified)
  -15.7 | 6.7 | .

Continued.
| SMILES | OX1R antag-1 | OX1R antag-2 | CHT PAM |
| --- | --- | --- | --- |
| CCCNC(=O)COc1cccc(C(=O)NCc2ccccc2)c1 | -7.8 | 9.4 | i |
| CC(C)C(=O)N(Cc1cc(=O)[nH]c2ccccc12)c1ccccc1 | -22.7 | 0.9 | i |
| CCCCN(C(=O)CNC(=O)c1ccco1)C(C(=O)NC1CCCCC1)c1cccnc1 (stereo unspecified) | -18.8 | 0.2 | i |
| COc1ccc(C(=O)Nc2ccc(NC(=O)Cc3ccccc3)cn2)cc1 | -16.9 | 22.6 | i |
| COc1ccc(C)cc1NC(=O)c1ccc(-c2ccc(C(C)=O)cc2)o1 | -28.4 | 29.4 | i |
| CCN(CC)CC(=O)NC1CC(C)(C)Cc2c1cnn2-c1ccc(F)cc1 (stereo unspecified) | -10.8 | 10.5 | i |
| COc1ccc(C(CC(=O)NCC(OC)OC)NS(=O)(=O)c2ccc(Cl)cc2)cc1 (stereo unspecified) | -18.8 | 7.7 | i |
| COc1ccc(NC(=O)COc2ccc(N(C)S(=O)(=O)c3ccc(C)cc3)cc2)cc1 | -13.1 | 19.9 | i |
| COc1ccccc1NC(=O)COC(=O)C1CC2C=CC1C2 (stereo unspecified) | -10.9 | 23.2 | i |
| CCN(Cc1ccccc1)C(=O)c1ccc(CS(=O)c2ccccc2C)o1 (stereo unspecified) | -20.2 | 6.3 | i |

Screens: PubChem BioAssay, several laboratories
